High-throughput results from PubChem.
HRas wt GTP: modulators of GTP binding to human HRas wildtype; P01112; GTP binding activity, % at 10 µM; AID 759; hit rate 0.14% among 190,000; GST-Ras wt beads, Bodipy-FL-GTP binding, flow cytometry; actives lie on both sides;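 active = GTP binding activity at least 20% away from the 100% baseline, either lowered as inhibitor or raised as activator; inconclusive = flagged as likely green fluorescent, judged across all proteins in the well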;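 note: 0% = unlabeled GTP competition control and 100% = no-compound control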
Cdc42 wt GTP: human Cdc42 wildtype GTP binding change, either direction. GST-Cdc42 beads, Bodipy-GTP binding, flow cytometry; actives lie on both sides. P60953. percent activity (GTP binding), % at 10 µM. hit rate 0.2% among 190,000;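 active = percent activity GTP binding at least 20 points away from the 100% baseline, either down as inhibitor or up as activator; inconclusive = compound flagged as likely green fluorescent from well-wide comparison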;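 note: median bead fluorescence of bound Bodipy-FL-GTP at 100 nM; 0% = excess unlabeled GTP control and 100% = no compound control; below 100% means less GTP binding so inhibitor and above means activator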
Target sequence (P60953 whole entry, looked up): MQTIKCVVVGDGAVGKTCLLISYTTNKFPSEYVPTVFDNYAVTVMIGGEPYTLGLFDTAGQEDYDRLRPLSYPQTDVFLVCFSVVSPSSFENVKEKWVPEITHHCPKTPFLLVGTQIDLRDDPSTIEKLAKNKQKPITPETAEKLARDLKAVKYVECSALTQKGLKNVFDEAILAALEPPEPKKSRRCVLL
Mcl1 Bid PPI: Mcl-1/Bid interaction inhibition | Q07820 | TR-FRET Mcl-1/Bid-Dy647 peptide binding, 1536-well | inhibition, % at 21.7 µM | hit rate 0.97% among 220,000 | AID 1021;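 active = compounds that cut the binding signal by more than half at the single screening dose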;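 note: His-tagged Mcl-1 with europium anti-His antibody binding Bid BH3 peptide; 0% = Mcl-1 plus peptide wells and 100% = peptide-only wells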
Target sequence (Q07820 whole entry, looked up): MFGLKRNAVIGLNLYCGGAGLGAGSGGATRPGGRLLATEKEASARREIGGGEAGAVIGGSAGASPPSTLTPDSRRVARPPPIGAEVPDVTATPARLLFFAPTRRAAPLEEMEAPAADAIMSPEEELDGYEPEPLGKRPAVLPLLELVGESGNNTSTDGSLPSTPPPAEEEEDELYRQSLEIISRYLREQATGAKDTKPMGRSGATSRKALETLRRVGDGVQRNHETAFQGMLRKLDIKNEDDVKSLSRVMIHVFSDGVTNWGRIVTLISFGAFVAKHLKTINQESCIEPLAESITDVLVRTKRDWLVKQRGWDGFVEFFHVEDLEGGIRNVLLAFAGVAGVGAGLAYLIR
Rab2 wt GTP: changes GTP binding to wildtype dog Rab2A, up or down | P61105 | GST-Rab2 wt beads, Bodipy-GTP binding, flow cytometry | GTP binding activity, % at 10 µM | hit rate 0.19% among 190,000 | AID 760;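 active = GTP binding activity at least 20 points away from 100%, either lowered or raised; inconclusive = signal likely due to the compound's own green fluorescence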;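 note: 0% = beads with excess unlabeled GTP and 100% = no-compound control corrected for plate trend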
Rac1 wt modul: human Rac1 wildtype GTP binding, inhibitors and activators. GST-Rac1 beads, fluorescent GTP binding, flow cytometry; actives lie on both sides; 0 = cold GTP competed, 100 = untreated. AID 757. GTP binding activity (% of control), % at 10 µM. hit rate 0.27% among 190,000;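 active = GTP binding activity at least 20 points away from the 100% control level, either lower or higher; inconclusive = compound flagged as likely green fluorescent, judged across all proteins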
Rac1 mut GTP: alters GTP binding to activated mutant human Rac1; GST-Rac1 activated beads, fluorescent GTP binding, flow cytometry; actives lie on both sides; 100% means binding = to untreated wells; hit rate 0.11% among 190,000; P63000; percent activity (GTP binding), % at 10 µM;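 active = GTP binding at least 20 percentage points away from the 100% baseline, in either direction, so actives lie on both sides; inconclusive = Compound likely fluorescent itself, or too few beads counted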
Bim-Mcl-1: inhibitors of Bim-Mcl-1 interaction, human | Q07820 | inhibition, % at 10 µM | AID 1009 | hit rate 0.1% among 190,000 | Bead-based flow cytometry, Bim peptide-Mcl-1 binding; in the data active = inhibition above about 40%;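 note: 0% = no compound tracer wells and 100% = peptide blocker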
Rab7 wt GTP bind: alters GTP binding to wildtype dog Rab7; hit rate 0.055% among 190,000; GST-Rab7 beads, fluorescent GTP binding, flow cytometry; actives lie on both sides; untreated = 100%, excess cold GTP = 0%; GTP binding activity (percent of control), % at 10 µM;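 active = fluorescent GTP binding to Rab7 beads changed by at least 20 points from the 100% baseline, either direction, mostly lower; inconclusive = compound itself probably fluorescent, or too few beads counted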;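 note: median green fluorescence of bound Bodipy-FL-GTP per Rab7 bead population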
RGS8-Gao reg: human RGS8-Galphao interaction regulation. P09471. multiplexed bead flow cytometry, RGS8-Galphao binding; actives lie on both sides. response (percent of control binding), % at 10 µM. hit rate 0.34% among 220,000. AID 1423; in the data active = response below about 60% or above about 140%; inactive = in between;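 note: Galphao activated as the GDP aluminium fluoride complex binding bead-coupled RGS8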
Target sequence (P09471 whole entry, looked up): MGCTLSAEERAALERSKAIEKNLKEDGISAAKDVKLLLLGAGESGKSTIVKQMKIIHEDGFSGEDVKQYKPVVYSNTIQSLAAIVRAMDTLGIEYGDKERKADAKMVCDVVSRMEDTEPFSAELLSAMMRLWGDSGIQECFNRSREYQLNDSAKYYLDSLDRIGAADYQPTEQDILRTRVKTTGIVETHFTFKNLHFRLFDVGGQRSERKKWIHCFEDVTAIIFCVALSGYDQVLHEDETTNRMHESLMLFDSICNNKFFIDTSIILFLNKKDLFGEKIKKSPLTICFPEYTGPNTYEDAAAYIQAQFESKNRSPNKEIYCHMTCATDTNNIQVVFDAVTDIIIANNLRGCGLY
Pf gamet viab: kills late stage P. falciparum gametocytes; P. falciparum stage V gametocytes, ATP luminescence, 24 h; inhibition, % at 10.9 µM; hit rate 0.065% among 150,000;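 active = inhibition above the mean plus 3 SD of compounds within the control limits, set per campaign, cut at about 38% in these data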;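 note: 0% = DMSO wells and 100% = medium only without gametocytes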
Mcl1-Noxa inh: Mcl-1/Noxa interaction inhibition. Q07820. TR-FRET Mcl-1/Noxa peptide binding, 2 h. inhibition, % at 21.7 µM. hit rate 1.5% among 220,000;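 active = compounds that cut the protein-peptide binding signal by more than 50% relative to plate controls in a single-dose test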;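 note: His-tagged Mcl-1 with rhodamine Noxa BH3 peptide and terbium anti-His antibody; 0% = Mcl-1 plus Noxa peptide wells and 100% = peptide-only wells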
Active calls of the source: *; ? = inconclusive; · = not tested or not shown; [ ] = dose if it differs, or a comment.

Compound | RGS8-Gao reg | Rab2 wt GTP | Rab7 wt GTP bind | HRas wt GTP | Bim-Mcl-1 | Pf gamet viab | Rac1 wt modul | Mcl1 Bid PPI | Rac1 mut GTP | Cdc42 wt GTP | Mcl1-Noxa inh
COc1ccc(CNC(=O)C(OC(=O)c2nsc(Cl)c2Cl)C(C)C)cc1 (stereo not given) | 101 | 94 | 93 | 93 | 0 | · | 97 | -19 | 94 | 94 | 15
Cc1cccc(-c2csc(N)c2C(=O)OC(C)C)c1 | 100 | 98 | 102 | 100 | 0 | · | 102 | -29 | 96 | 96 | -13
Cc1csc(NC(=O)c2c(O)c3c(n(CC(C)C)c2=O)CCCC3)n1 | 99 | 92 | 93 | 96 | -1 | · | 102 | -9 | 95 | 96 | 0
CCO[C@H]1OC(C(=O)N2CCN(C)CC2)=C[C@@H](c2coc3ccccc3c2=O)[C@@H]1CCCO | 102 | 97 | 101 | 97 | -2 | 4 | 101 | -2 | 97 | 96 | -5
O=C(CCCN1C(=O)c2ccccc2C1=O)NCc1ccco1 | 112 | 100 | 101 | 101 | -1 | 21 | 100 | -4 | 100 | 101 | 1
C/C(=N\NC(=O)c1ccc(O)cc1)c1ccc2c(c1)Nc1ccccc1S2 | 102 | 96 | 97 | 97 | -3 | -7 | 98 | -21 | 98 | 99 | 50
COc1ccc(N2CCc3c(C)nc4c(OC)cc(OC)cc4c32)c(OC)c1 | 98 | 99 | 98 | 99 | 0 | 0 | 103 | -23 | 99 | 100 | 12
CCOC(=O)C1CCCCN1Cc1cccc(C(F)(F)F)c1 (stereo not given) | 101 | 100 | 99 | 104 | 0 | · | 101 | -4 | 97 | 101 | 4
Cc1ccccc1-n1nc2c(c1NC(=O)c1cc3ccccc3oc1=O)CS(=O)C2 (stereo not given) | 105 | 103 | 104 | 100 | -1 | · | 101 | -15 | 99 | 102 | 32
CC1(C)Cc2cccc(OCC(=O)NC3CC3)c2O1 | 102 | 97 | 96 | 99 | 0 | -9 | 102 | -6 | 100 | 99 | -6
Cn1ccnc1C1CCCCN1Cc1nc(Cc2ccccc2F)no1 (stereo not given) | 103 | 97 | 98 | 98 | -3 | · | 100 | -38 | 95 | 99 | 4
CC1CCCC(NC(=S)Nc2cccc(S(=O)(=O)N(C)C)c2)C1C (stereo not given) | 100 | 97 | 104 | 101 | -5 | 12 | 99 | -31 | 96 | 96 | 6
O=C(NCc1ccccn1)c1ccc(N2CCCC2)c([N+](=O)[O-])c1 | 99 | 100 | 98 | 96 | 0 | · | 99 | -26 | 96 | 95 | -5
Cc1nn(-c2ccccc2)c(Cl)c1/C=C(\CC(=O)O)c1nc2ccccc2s1 | 99 | 85 | 88 | 88 | 1 | · | 92 | 14 | 81 | 90 | -3
CCCCc1cc(=O)oc2cc(C)cc(OCC(=O)O)c12 | 99 | 99 | 98 | 100 | 5 | 4 | 102 | 36 | 100 | 103 | 49
COc1ccc(N2CCN(CCCNC(=O)C3CCCN(S(=O)(=O)c4c(C)n[nH]c4C)C3)CC2)cc1 (stereo not given) | 96 | 98 | 98 | 100 | 17 | · | 104 | -48 | 100 | 99 | 24
NC(N)=NS(=O)(=O)c1ccc(NC(=S)NC(=O)c2sc3ccccc3c2Cl)cc1 | 99 | 97 | 97 | 95 | -1 | 7 | 98 | 82* | 98 | 101 | -148
CSCc1ccc(C(=O)NCc2ccc(F)cc2)cc1 | 104 | 101 | 98 | 101 | -1 | 1 | 104 | -50 | 101 | 95 | 7
CCOc1ccc(N(CC(=O)Nc2nccs2)S(=O)(=O)c2c(C)[nH]c(=O)[nH]c2=O)cc1 | 96 | 93 | 90 | 92 | 1 | 11 | 95 | -30 | 93 | 96 | 4
O=C(Nc1nc2ccccc2s1)C1CCCO1 (stereo not given) | 96 | 101 | 102 | 102 | 1 | 23 | 105 | -5 | 101 | 103 | 15
Cc1ccc(S(=O)(=O)Nc2nc3c(s2)C(=O)CC(C)(C)C3)cc1 | 110 | 98 | 102 | 98 | -3 | · | 99 | -47 | 96 | 96 | 19
CC(C)C(NC(=O)c1cccs1)C(=O)NC1=NCCS1 (stereo not given) | 103 | 101 | 100 | 100 | -1 | -12 | 107 | -29 | 98 | 104 | 0
COc1ccc(C2C(=O)c3ccccc3C2=O)c(OC)c1 | 100 | 102 | 104 | 102 | -1 | · | 112 | -15 | 101 | 100 | 5
O=C(CSc1nnc2ccccn12)Nc1nsc(-c2ccccc2)n1 | 99 | 98 | 97 | 100 | -2 | -9 | 102 | -2 | 100 | 99 | 3
COc1ccc(OC)c(/C=C/C(=O)Nc2ccc(OC)nc2)c1 | 99 | 97 | 92 | 96 | -1 | -11 | 96 | 10 | 95 | 98 | 32
COc1ccc(C(=O)Oc2cc(OC)cc(OC)c2C(C)=O)cc1 | 102 | 101 | 104 | 102 | -1 | 1 | 104 | 4 | 98 | 102 | -12
Cc1ccc(NC(=O)CS(=O)(=O)c2cn(CC(=O)N3CCOCC3)c3ccccc23)cc1 | 99 | 99 | 95 | 97 | 0 | 4 | 101 | -5 | 96 | 100 | 12
Cc1ccc(-n2c(=O)cc(N3CCc4ccccc4C3)[nH]c2=O)cc1 | 100 | 107 | 104 | 107 | -20 | · | 126*[activator] | -25 | 106 | 110 | -7
COC(=O)C1=CN(Cc2ccc(OC)c(OC)c2)C=C(C(=O)OC)C1c1cccs1 | 97 | 95 | 97 | 97 | -1 | 6 | 101 | -11 | 99 | 99 | 12
COC(=O)c1ccccc1NC(=O)C1CC(=O)N(c2ccc(C)cc2)C1 (stereo not given) | 102 | 100 | 98 | 99 | 0 | 2 | 103 | -6 | 98 | 101 | -3
COc1ccc(CN(C(C)=O)c2cccc(C)c2C)cc1 | 99 | 101 | 100 | 99 | -1 | · | 104 | -20 | 99 | 102 | 13
N#C/C(=C\c1ccc(N2CCOCC2)cc1)c1ccccc1 | 99 | 101 | 101 | 104 | -1 | · | 102 | -46 | 100 | 97 | -2
COCCCNC(=S)NCCc1ccc(F)cc1 | 101 | 95 | 92 | 94 | -2 | · | 98 | -9 | 96 | 94 | 11
CCn1cc(Br)c(C(=O)Nc2ccccc2C(=O)OC)n1 | 98 | ? | ? | ? | -4 | -16 | ? | -17 | ? | ? | -8
O=C(Cn1c(=O)n(Cc2ccco2)c(=O)c2c3c(sc21)CCCC3)Nc1ccccc1 | 101 | 101 | 103 | 102 | -3 | 9 | 103 | 1 | 98 | 102 | -23
CC(NC(=O)Cc1cccs1)c1ccncc1 (stereo not given) | 99 | 95 | 94 | 96 | 0 | · | 97 | -6 | 94 | 99 | 20
O=C(/C=C/c1ccc([N+](=O)[O-])cc1)N1CCN(c2ccccc2F)CC1 | 102 | 97 | 102 | 99 | 2 | · | 96 | -33 | 98 | 101 | 1
COc1ccc(N=C2SC(C(=O)N3CCN(c4ccc([N+](=O)[O-])cc4)CC3)CC(=O)N2C)cc1 (stereo not given) | 101 | 99 | 109 | 99 | 0 | 11 | 103 | -41 | 98 | 98 | 5
COc1cc(C)c(NC(c2ccccc2)c2ccccc2)cc1OC | 99 | 98 | 96 | 94 | 0 | · | 99 | -40 | 94 | 91 | 11
CCC(C)N=CC1=C(O)CC(c2ccccc2)CC1=O (stereo not given) | 109 | 101 | 98 | 98 | 0 | · | 98 | -2 | 98 | 102 | -5
O=C(CS(=O)(=O)c1ccccc1)Nc1ccc(S(=O)(=O)Nc2ncccn2)cc1 | 32* | 94 | 97 | 98 | 0 | 16 | 95 | -9 | 94 | 94 | 1
Nc1nc(-c2ccc(Cl)cc2)c(N=Nc2ccc(S(=O)(=O)N3CCOCC3)cc2)s1 | 113 | 93 | 93 | 95 | -1 | 9 | 94 | 1 | 91 | 94 | 22
Cc1nc(C)c(C(=O)NNS(=O)(=O)c2ccc3ccccc3c2)s1 | 103 | 96 | 100 | 99 | -3 | · | 102 | -11 | 98 | 99 | 14
S=c1[nH]nc(-c2ccco2)n1/N=C/c1ccccn1 | 101 | 94 | 100 | 95 | 0 | · | 94 | -46 | 90 | 92 | 9
CC1CCCC(C)N1C(=O)c1ccccc1Nc1ccc(SC(F)F)cc1 (stereo not given) | 102 | 99 | 100 | 101 | 2 | -22 | 101 | -3 | 99 | 101 | 13
COC(=O)CSc1nc(N2CCOCC2)c2c(c1C#N)CC(C)(C)N(C)C2 | 102 | 96 | 96 | 98 | -2 | · | 94 | -5 | 95 | 98 | 11
COc1cc(S(=O)(=O)N2CCN=C2c2ccccc2)ccc1F | 102 | 97 | 96 | 99 | 0 | 2 | 110 | -8 | 100 | 108 | 6
Cc1nn(C)cc1/C=C/C(=O)c1ccccc1 | 96 | 96 | 96 | 98 | 0 | 9 | 99 | -14 | 96 | 97 | 0
Cc1nc2c([nH]c3ccc(Br)cc32)s1 | 97 | 100 | 101 | 103 | -2 | 0 | 102 | -11 | 99 | 102 | 11
CC1CCN(c2oc(-c3cccc4ccccc34)nc2C#N)CC1 | 101 | 101 | 97 | 102 | -1 | · | 107 | -8 | 100 | 101 | 2
CN(C)c1ccc(-c2nnn(Cc3ccccc3Br)n2)cc1 | 102 | 95 | 92 | 98 | 0 | 12 | 107 | -10 | 96 | 98 | 16
O=C(Nn1c(O)c(C=C2N=c3ccccc3=N2)sc1=S)c1ccccc1 | 99 | ? | ? | ? | 5 | · | ? | -139 | ? | ? | -18
Cc1cccc(N2CCN(C(=O)c3cccc(N4C(=O)C5CC=CC(C)C5C4=O)c3)CC2)c1C (stereo not given) | 108 | 102 | 107 | 102 | -3 | 1 | 98 | -39 | 96 | 101 | 12
CN(C(=O)N1CCN(S(=O)(=O)c2ccccc2)CC1)c1ccccc1 | 100 | 99 | 95 | 98 | -4 | -23 | 99 | 1 | 97 | 99 | 11
Cc1nc2[nH]c(=S)[nH]c2cc1Br | 76 | 105 | 103 | 104 | -6 | 4 | 110 | -131 | 99 | 108 | 4
O=C(O)C1C2C=CC(C2)C1C(=O)N1CCN(CCO)CC1 (stereo not given) | 102 | 101 | 102 | 100 | -4 | · | 103 | -36 | 98 | 99 | 6
Cc1ccc2c(c1)NC(=O)C(CC(=O)NCCCN1CCCCC1)O2 (stereo not given) | 100 | 99 | 102 | 102 | 0 | · | 105 | -30 | 98 | 103 | 2
C/C(=N\S(=O)(=O)c1ccc(C)cc1)N1CCCCC1 | 104 | 96 | 97 | 97 | 0 | -6 | 100 | -10 | 98 | 97 | -13
CCOC(=O)Nc1nc(-c2ccccc2)c(C(=O)c2ccccc2)s1 | 103 | 101 | 105 | 104 | 0 | · | 106 | -53 | 99 | 105 | -76
